m5-HT2A agonist: mouse Htr2a agonists via beta-arrestin recruitment, primary screen, cell-based, luminescence; 5-hydroxytryptamine receptor 2A (Mus musculus), P35363; CHO-K1 mHTR2A beta-arrestin complementation; percent of 30 µM serotonin response; activation, % at 7.6 µM; 360,000 tested, 0.66% active; AID 624169, 2012;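 active means activation above a run cutoff, the mean activation of all tested compounds plus 3 SD, cut at about 14% in these data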;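 further: 0% = plate median of compound wells and 100% = 30 µM serotonin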
H9c2 protect: cardioprotection against H2O2-induced cell death, primary screen, uHTS, H9c2 cells, ATPLite luminescence; H9c2 cardiomyocytes, H2O2 injury protection, 2 h; protection from H2O2 cell death, % at 20 µM; 360,000 tested, 0.63% active; AID 588492, 2011;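 active means compounds giving at least 50% protection of heart cells from peroxide-induced death in the single-dose screen, raw or plate-pattern-corrected value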;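 further: 0% = DMSO wells with peroxide and 100% = DMSO wells without peroxide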
Granule exo inh: LAMP-1 surface exposure blockers, TALL-104 cells – cell-based, flow cytometry, MLPCN library, primary screen; TALL-104 LAMP-1 surface exposure; cells stimulated with thapsigargin and PMA; inhibition, % at 10 µM; 360,000 tested, 0.66% active; AID 651702, 2012;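 active means inhibition above about 55%, limit read from the data; inconclusive means no clear call, values can overlap the other calls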
ABHD5-PLIN5 inh: ABHD5-PLIN5 interaction inhibitors, primary screen, cell lysate, split luciferase complementation, luminescence | Split G. princeps luciferase complementation, 4 h | inhibition, % at 4 µM | AID 602281, 2012 | 360,000 tested, 0.78% active;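 active means inhibition above the mean inhibition across every tested compound plus 3 SD, cut at about 22% in these data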;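 further: 0% = DMSO only wells and the 100% control is not disclosed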
CaV13 FRET inh: Disruptors of the CACNA1D IQ motif to Ca2+-dependent inactivation inhibitor domain association, primary screening, Förster resonance energy transfer in intact living …; 340,000 tested, 0.098% active; inhibition, % at 12.3 µM; HEK cells, CFP/YFP FRET ICDI-IQ, plate reader, 10 min; percent FRET-ratio fall versus neutral wells;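 active means mean replicate inhibition of at least 30% and at least 1% of replicates passing that level; inconclusive means only one of the two criteria is met; inactive means neither criterion is met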;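 further: 0% = median of the neutral control wells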
PDI inh: inhibitors of human PDI, primary screen, biochemical, turbidity, single point, plate reader; Protein disulfide-isomerase (Homo sapiens), P07237; PDI insulin aggregation turbidity, A650, 90 min; inhibition, % at 10 µM; 350,000 tested, 0.052% active; AID 588391, 2011;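 active means mean inhibition across replicates of 30% or more, whatever share of single replicates reach that level; inconclusive means mean inhibition below 30% while every single replicate reaches 30%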;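 further: absorbance from insulin aggregation driven by PDI reduction with DTT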
Target sequence (P07237 whole entry, looked up): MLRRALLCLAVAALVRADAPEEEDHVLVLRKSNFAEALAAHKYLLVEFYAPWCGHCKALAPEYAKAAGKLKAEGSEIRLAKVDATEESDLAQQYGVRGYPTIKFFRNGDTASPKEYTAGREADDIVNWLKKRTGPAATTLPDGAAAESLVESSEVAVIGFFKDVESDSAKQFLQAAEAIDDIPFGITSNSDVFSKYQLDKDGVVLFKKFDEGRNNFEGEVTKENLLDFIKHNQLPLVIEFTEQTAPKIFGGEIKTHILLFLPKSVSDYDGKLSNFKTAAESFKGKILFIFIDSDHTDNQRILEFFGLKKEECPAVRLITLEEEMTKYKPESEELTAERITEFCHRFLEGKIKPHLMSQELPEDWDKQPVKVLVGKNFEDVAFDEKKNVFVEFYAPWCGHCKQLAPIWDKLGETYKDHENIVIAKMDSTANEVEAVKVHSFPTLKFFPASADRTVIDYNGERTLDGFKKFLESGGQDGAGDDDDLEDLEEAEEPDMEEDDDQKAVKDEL
MC4R barr agon: MC4R agonists recruiting beta-arrestin, primary screen, cell-based, luminescence, agonist arm of biased-ligand search | U2OS MC4R beta-arrestin complementation; percent of melanotan II response, DMSO zero | activation, % at 8.9 µM | 360,000 tested, 0.98% active | AID 540308, 2011;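 active means activation above a per-plate cutoff, the mean activation of sample wells on that plate plus 3 SD, cut at about 8% in these data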
Target sequence (P32245 whole entry, looked up): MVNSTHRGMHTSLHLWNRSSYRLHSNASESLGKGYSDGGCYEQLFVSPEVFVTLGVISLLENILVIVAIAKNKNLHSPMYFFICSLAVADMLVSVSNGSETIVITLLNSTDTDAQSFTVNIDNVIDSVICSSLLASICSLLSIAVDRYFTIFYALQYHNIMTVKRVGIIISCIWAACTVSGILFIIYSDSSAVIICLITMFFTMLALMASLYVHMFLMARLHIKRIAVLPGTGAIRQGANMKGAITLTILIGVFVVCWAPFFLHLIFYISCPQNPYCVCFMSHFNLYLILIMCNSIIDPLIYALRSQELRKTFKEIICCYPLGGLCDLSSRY
ABCB6 inh MLPCN: ABCB6 transporter inhibitors, primary screen, K562-ABCB6 cells, flow cytometry, MLPCN library | 360,000 tested, 0.19% active | ATP-binding cassette sub-family B member 6 (Homo sapiens), Q9NP58 | fluorescence ratio to DMSO, % at 10 µM | K562-ABCB6 porphyrin accumulation, 1 h; hits give low values;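 active means fluorescence ratio to DMSO below 75%, the collection mean minus 3 SD; inconclusive means too few cells collected in the well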;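 further: signal is porphyrin accumulated inside mitochondria; 100% equals median channel fluorescence of DMSO control wells; lower ratio means ABCB6 inhibition with less porphyrin fluorescence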
Glyco luc inh: increase of ERlucT glycosylation luciferase signal, primary screen, N-linked glycosylation inhibitor project, D54 ERlucT cells, luminescence, set 2 | D54 ERlucT glycosylation luciferase reporter, 24 h; percent of 100 nM tunicamycin response | 360,000 tested, 0.23% active | reporter increase, % at 12.5 µM;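 active means mean luciferase reporter signal, scaled so untreated is 0 and the glycosylation-blocking control 100, at or above a set limit in every replicate; inconclusive means mean reaches the limit but not every replicate does; inactive means mean below the limit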;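 further: luciferase carries N-glycosylation sites so blocking glycosylation raises the light; 0% = median of neutral control wells and 100% = median of 100 nM tunicamycin wells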
MC4R antag cAMP: MC4R antagonists of cAMP signaling, primary screen, cell-based, TR-FRET, antagonist arm of biased-ligand search; MC4R-expressing cells, MTII-stimulated cAMP, LANCE TR-FRET; inhibition, % at 6.5 µM; 360,000 tested, 0.48% active;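 active means inhibition above its plate's cutoff, the mean of tested wells on that plate plus 3 SD, cut at about 29% in these data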;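 further: 0% = Melanotan II alone and 100% = Melanotan II plus saturating MCL0020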
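Material: human MC4R-expressing U2OS cells. Probe or stimulus: Melanotan II challenge. Dosing: 6.5 µM single dose. Times: 30-min compound, 1-h challenge, 1-h detection, room temperature. Technique: TR-FRET with Eu-cAMP and labeled anti-cAMP, 671 nm. Replication: singlicate.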
* = called active by the depositor; ? = inconclusive; . = no result given.

SMILES	m5-HT2A agonist	H9c2 protect	Granule exo inh	ABHD5-PLIN5 inh	CaV13 FRET inh	PDI inh	MC4R barr agon	ABCB6 inh MLPCN	Glyco luc inh	MC4R antag cAMP
O=C(Cc1ccccc1)NC(=S)Nc1cc(C(F)(F)F)ccc1Cl	-5	-22	-2	-13	.	-3	0.5	94	0	-2
Cc1ccc(S(=O)(=O)N2CCN(CCO)CC2)cc1-c1nnc2c3ccccc3c(C)nn12	-6	9	-4	2	-5	-2	-1.6	101	2	-16
Cc1ccc(NC(=O)CN2CCc3cc4c(cc3C2C)OCCCO4)cc1C (centres undefined)	1	-9	2	-5	-3	-5	0.0	97	-1	3
O=C(c1ccc(C(F)(F)F)cc1)N1CCC(=O)N([C@H](COCc2ccc(Cl)cc2)Cc2ccccc2)CC1	-4	.	29	-1	-8	.	.	93	.	.
Cc1ccc(NC(=O)c2ccc(NCCN)c([N+](=O)[O-])c2)cc1	-4	16	-2	5	.	-2	-1.2	99	-3	-13
CC(=O)N1CCN(CC(=O)Nc2c(Cl)cccc2Cl)CC1	-3	8	4	0	.	3	-1.0	98	3	0
C=C(C)c1cccc(C(C)(C)NC(=O)NNC(=O)c2ccccc2O)c1	-1	1	4	1	-3	-17	-1.0	96	2	8
COc1cccc(CNC(=O)COC(=O)/C(C#N)=C/c2ccc(N(C)C)cc2)c1	0	-11	-1	1	-109	-3	2.1	108	1	7
CC(=O)c1cnc2nc(SCc3ccc(C)cc3)nn2c1C	6	-2	-6	1	-21	-65	-1.4	105	0	3
COc1cc(N/N=C/c2ccccc2O)ncn1	0	38	-2	-5	-6	-4	1.3	100	1	13
Cn1cnnc1SCC(=O)c1cc2ccccc2o1	1	8	-23	-2	-6	20	1.3	99	3	17
N#Cc1ccccc1Sc1ccccc1C(=O)OCC(=O)NC12CC3CC(CC(C3)C1)C2	-2	-6	-7	9	-18	-6	0.6	94	-2	-1
Cc1ccc(-c2nnc(SCC(N)=O)n2C)cc1	-3	-1	37	0	-8	2	-1.4	97	0	6
CCOCC(=O)Nc1ccc2c(c1)N(S(=O)(=O)c1cccs1)CCC2	6	6	9	11	-2	-1	-4.0	96	-2	0
CCOC(=O)/C(C#N)=C\c1ccc(OC)c(OC)c1	0	-1	-3	-4	-3	-1	-1.4	94	1	-7
O=S1(=O)CCN(Cc2cccc(C(F)(F)F)c2)CC1	0	1	-2	1	1	-4	0.9	99	0	21
COc1ccc(OC)c(C(C)NC(=O)c2ccco2)c1 (centres undefined)	-9	11	-2	-5	-6	0	-2.1	97	4	0
CC(C)Nc1nc(Oc2ccc(Cl)cc2)cc(C(F)(F)F)n1	4	3	2	0	-5	2	2.7	91	0	6
CN(C)CCOC(=O)COc1ccc(Cl)cc1	2	0	1	-6	-4	4	1.0	100	-2	18
CCCNC(=O)C1(C)CCCN(Cc2cc(-c3ccccc3)nn2C)C1 (centres undefined)	-5	-2	17	-14	-8	2	0.2	99	-7	3
Brc1ccccc1-n1nnc(-c2cccnc2)n1	-2	0	5	-8	-10	-3	-2.4	98	-4	1
COc1cc(OC)cc(C(=O)N2CCN(c3ccccn3)CC2)c1	-5	9	-11	-2	0	-3	0.3	99	0	-2
CCCCn1c(NCc2ccc3c(c2)OCO3)nc2ccccc21	-1	-15	67*	4	.	9	3.7	101	-6	0
Cc1n[nH]c(C)c1S(=O)(=O)N1CCCC(C(=O)NC2CCCc3ccccc32)C1 (centres undefined)	3	-7	4	5	-2	.	-2.0	98	2	12
CCNC(=O)COC(=O)c1cc(C)n(-c2ccccc2)c1C	-1	1	-2	5	-3	-2	-2.6	102	4	-1
COc1cc(CN2CCNC(=O)C2CC(=O)N2CCCN(C(C)=O)CC2)cc(OC)c1 (centres undefined)	2	2	0	2	.	3	-1.7	104	1	6
CCOC(=O)C1(CCOC)CCN(Cc2nc(-c3cccs3)oc2C)CC1	2	-2	2	-3	-6	10	0.5	94	-3	4
CC1(C)OC(C(=O)NC2CCCCC2)C(C(=O)NC2CCCCC2)O1 (centres undefined)	3	-4	0	0	-7	-1	0.8	101	1	-3
O=C1c2ccccc2C(=O)N1CCc1nc(-c2cccnc2)no1	-3	21	-2	-5	.	9	-1.3	92	1	1
COc1ccc(CN(C)C(=O)C(Cc2ccccc2)NC(=O)c2ccccc2)c(OC)c1OC (centres undefined)	0	43	1	0	-13	10	-0.7	90	-1	16

Arranged by molecular weight (largest number first): part of the list above.
SMILES	m5-HT2A agonist	H9c2 protect	Granule exo inh	ABHD5-PLIN5 inh	CaV13 FRET inh	PDI inh	MC4R barr agon	ABCB6 inh MLPCN	Glyco luc inh	MC4R antag cAMP
COc1ccc(CN(C)C(=O)C(Cc2ccccc2)NC(=O)c2ccccc2)c(OC)c1OC (centres undefined)	0	43	1	0	-13	10	-0.7	90	-1	16
COc1cc(CN2CCNC(=O)C2CC(=O)N2CCCN(C(C)=O)CC2)cc(OC)c1 (centres undefined)	2	2	0	2	.	3	-1.7	104	1	6
Cc1n[nH]c(C)c1S(=O)(=O)N1CCCC(C(=O)NC2CCCc3ccccc32)C1 (centres undefined)	3	-7	4	5	-2	.	-2.0	98	2	12
CC1(C)OC(C(=O)NC2CCCCC2)C(C(=O)NC2CCCCC2)O1 (centres undefined)	3	-4	0	0	-7	-1	0.8	101	1	-3
COc1cc(OC)cc(C(=O)N2CCN(c3ccccn3)CC2)c1	-5	9	-11	-2	0	-3	0.3	99	0	-2

Additional compounds
SMILES	m5-HT2A agonist	H9c2 protect	Granule exo inh	ABHD5-PLIN5 inh	CaV13 FRET inh	PDI inh	MC4R barr agon	ABCB6 inh MLPCN	Glyco luc inh	MC4R antag cAMP
O=C(CN1C(=O)C(=O)N(C2CCCC2)C1=O)Nc1ccc(Cl)cc1C(F)(F)F	-3	-9	-13	-11	-2	2	3.5	95	1	8
Cc1ccccc1SCC(=O)Nc1cccc(C#N)c1	1	5	-1	-1	-4	2	-0.7	91	-1	3
CCOC(=O)C1=C(CSc2nc3ccccc3s2)NC(=O)NC1c1ccc(OC)cc1 (centres undefined)	0	-17	-4	-8	-5	-2	2.1	94	12	1
CC(=O)Nc1ccc(OCC(O)CN2CCN(Cc3ccccc3)CC2)cc1 (centres undefined)	6	-2	-3	8	-7	-6	-1.3	101	1	7
COc1ccc(C(=O)Nc2ccccc2C(=O)NC(Cc2ccc(O)cc2)C(=O)NNC(=O)c2ccc(C)cc2)cc1 (centres undefined)	1	1	0	-3	-5	-3	-2.5	78	4	4
O=C(COC(=O)CCC(=O)c1cccs1)NCc1cccs1	-2	-8	-1	-8	-2	4	-1.0	96	0	14
CCc1nc(N2CCN(C(=O)CCl)CC2)c2c3c(sc2n1)CC(C)CC3 (centres undefined)	-3	-6	0	-3	-22	15	6.5	98	4	11
CC(=O)c1cc(-c2ccccc2)n(CCC(=O)NC2CCCCC2)c1C	-1	0	?	-2	-5	12	-1.9	100	0	2
COc1ccc(CCNC(=O)CCCCCN2C(=O)c3ccccc3C2=O)cc1OC	2	-2	-3	-1	-2	5	-3.5	92	1	8
O=C(NCCCCc1ccccc1)c1ccc(Br)o1	-1	-4	-2	2	.	-4	-0.3	92	-1	-1
CN(C(=O)COC(=O)c1c2c(nc3ccccc13)/C(=C/c1cccc([N+](=O)[O-])c1)CCC2)C1CCS(=O)(=O)C1 (centres undefined)	-2	12	-3	17	-2	6	-2.1	92	6	11
CC(NC(=O)COC(=O)/C=C/c1ccc(Cl)cc1)c1ccccc1 (centres undefined)	-1	-1	-6	0	1	-4	0.8	100	2	8
COc1cc(C(O)c2nc(-c3ccccc3C)cs2)ccc1F (centres undefined)	-7	-18	-6	-9	-10	1	-1.6	108	2	2
O=[N+]([O-])c1ccc(Nc2cccc(F)c2)nc1	-2	-11	-3	7	-6	-1	0.8	95	-2	-5
CCCn1nc(C(=O)OCC(=O)Nc2ncc(Cl)c(C)c2Cl)c2ccccc2c1=O	-6	2	15	-1	-3	22	-2.0	98	1	-2
O=C(NN1C(=O)C2C3C=CC(O3)C2C1=O)c1cccc(Br)c1 (centres undefined)	-4	10	0	1	-5	1	-3.1	88	1	11
Cc1occc1-c1nnc(SCC(=O)c2ccc(Cl)cc2)n1C	-1	-3	1	3	-6	-17	-0.6	93	0	-5
CS(=O)(=O)N(CC(=O)Nc1ccccc1Br)Cc1ccccc1	0	-1	-10	-3	-2	-2	-1.0	118	0	2
O=c1[nH][nH]c(C(F)(F)F)c1/C=N/N1CCOCC1	0	8	1	-14	-3	-6	0.4	103	5	6
COc1cccc(CNc2nc3cc(C(C)=C(C)C)sc3c(=O)n2C)c1	3	-17	0	-1	-8	-12	0.2	96	-3	-1
COc1ccc(N(C(=O)c2ccco2)C(C(=O)NC2CCCC2)c2ccccc2)cc1 (centres undefined)	0	4	-6	-4	-3	-64	-2.9	98	-1	4

4 records picked at random from those above:
SMILES	m5-HT2A agonist	H9c2 protect	Granule exo inh	ABHD5-PLIN5 inh	CaV13 FRET inh	PDI inh	MC4R barr agon	ABCB6 inh MLPCN	Glyco luc inh	MC4R antag cAMP
COc1cccc(CNc2nc3cc(C(C)=C(C)C)sc3c(=O)n2C)c1	3	-17	0	-1	-8	-12	0.2	96	-3	-1
O=c1[nH][nH]c(C(F)(F)F)c1/C=N/N1CCOCC1	0	8	1	-14	-3	-6	0.4	103	5	6
COc1ccc(N(C(=O)c2ccco2)C(C(=O)NC2CCCC2)c2ccccc2)cc1 (centres undefined)	0	4	-6	-4	-3	-64	-2.9	98	-1	4
CC(NC(=O)COC(=O)/C=C/c1ccc(Cl)cc1)c1ccccc1 (centres undefined)	-1	-1	-6	0	1	-4	0.8	100	2	8

Compound activity (PubChem BioAssay)

An unsorted share of the library. Share with any hit: about 4.2%.
